Screens deposited in PubChem BioAssay by several laboratories.
CHRM4 PAM: CHRM4 positive allosteric modulation; P08173; AID 624126; 360,000 tested, 0.4% active; activation, % at 3 µM; CHO-K1 hM4/Gqi5, Fluo-8 calcium fluorescence, ACh EC20; 0% = ACh EC20, 100% = maximal ACh;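 active = activation above its plate's cutoff, the mean activation of sample wells plus 3 SD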; also: some results filed as inactive read as strong as hits
Target sequence (P08173 whole entry, looked up): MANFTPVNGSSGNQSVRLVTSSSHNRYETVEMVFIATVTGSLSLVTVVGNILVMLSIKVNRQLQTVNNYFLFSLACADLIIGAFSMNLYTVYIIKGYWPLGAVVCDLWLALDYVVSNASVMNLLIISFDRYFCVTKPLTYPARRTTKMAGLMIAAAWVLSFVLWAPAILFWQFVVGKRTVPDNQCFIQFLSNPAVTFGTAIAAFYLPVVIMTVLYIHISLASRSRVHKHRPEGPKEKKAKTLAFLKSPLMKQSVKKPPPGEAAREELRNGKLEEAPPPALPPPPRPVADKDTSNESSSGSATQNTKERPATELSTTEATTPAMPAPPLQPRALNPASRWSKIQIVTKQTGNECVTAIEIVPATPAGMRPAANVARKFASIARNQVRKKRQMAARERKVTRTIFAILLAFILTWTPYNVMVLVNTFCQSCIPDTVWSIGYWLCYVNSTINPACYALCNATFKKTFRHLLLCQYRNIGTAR
CHRM5 agonist: CHRM5 agonism in calcium assay | P08912 | CHO-K1 hM5 cells, Fluo-8 calcium fluorescence; 0% DMSO wells, 100% maximal acetylcholine response | activation, % at 3 µM | 360,000 tested, 0.19% active;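 active = activation above the run's mean over test compounds plus 3 SD, cut at about 23% in these data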;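 also: signal is peak over basal fluorescence ratio across the kinetic read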
Target sequence (P08912 whole entry, looked up): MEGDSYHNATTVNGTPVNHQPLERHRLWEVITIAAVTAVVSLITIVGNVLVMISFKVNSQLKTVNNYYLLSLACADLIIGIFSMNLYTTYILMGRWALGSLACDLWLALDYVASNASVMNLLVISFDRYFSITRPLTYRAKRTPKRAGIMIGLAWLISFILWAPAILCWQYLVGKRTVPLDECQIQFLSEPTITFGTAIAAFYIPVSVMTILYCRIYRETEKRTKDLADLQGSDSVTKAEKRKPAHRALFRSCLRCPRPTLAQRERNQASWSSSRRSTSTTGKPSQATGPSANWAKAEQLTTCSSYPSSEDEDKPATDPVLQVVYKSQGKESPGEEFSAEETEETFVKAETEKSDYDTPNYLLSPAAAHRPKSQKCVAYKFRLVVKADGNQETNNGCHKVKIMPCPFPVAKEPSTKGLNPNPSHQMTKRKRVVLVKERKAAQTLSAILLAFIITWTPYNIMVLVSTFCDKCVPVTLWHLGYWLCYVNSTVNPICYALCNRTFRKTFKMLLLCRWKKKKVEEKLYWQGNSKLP
CRFBP-R2 agonist: agonists of human CRF-binding protein/CRF-R2 receptor complex; HEK293 CRF-R2/CRF-BP, calcium dye fluorescence (FLIPR); percent of saturating CRF peptide response; 350,000 tested, 0.46% active; activation, % at 13.2 µM;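 active = activation of at least 50%, plus an integration ratio under a set limit after plate pattern correction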;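 also: plate controls were neutral control wells without compound for no effect and CRF at EC100 for full effect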
CRFBP-R2 block: blocks CRF-induced signaling of the CRF-BP/CRF-R2 complex; HEK293 CRF-R2/CRF-BP, CRF-induced calcium fluorescence; inhibition, % at 11.8 µM; 350,000 tested, 0.59% active;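 active = inhibition of the ligand-induced calcium signal above about 50% at the single tested concentration, limit read from the data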
CHRM4 antagonist: antagonists of human muscarinic M4 receptor (CHRM4); P08173; CHO-hM4 cells, ACh EC80, Fluo-8 calcium fluorescence; inhibition, % at 3 µM; 360,000 tested, 0.73% active;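 active = inhibition above its plate's cutoff, the mean inhibition of sample wells plus 3 SD, cut at about 27% in these data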;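 also: 0% = acetylcholine EC80 with DMSO and 100% = DMSO without agonist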
M5 antag: CHRM5 antagonism in calcium assay; CHO-hM5 cells, Fluo-8 calcium fluorescence, ACh EC80; inhibition, % at 3 µM; 360,000 tested, 0.59% active;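 active = inhibition above a per-plate cutoff, the mean of that plate's test compounds plus 3 SD, cut at about 27% in these data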;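 also: 0% = acetylcholine EC80 with DMSO and 100% = DMSO without agonist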
CHRM5 PAM: positive allosteric modulators of human muscarinic M5 receptor. P08912. CHO-K1 hM5, Fluo-8 calcium, ACh EC20 PAM; 0% = ACh EC20, 100% = ACh EC100. activation, % at 3 µM. 360,000 tested, 0.3% active;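 active = activation above the run cutoff, the mean activation of all test compounds plus 3 SD, cut at about 18% in these data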
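System: CHO-K1 hM5 cells. Reagent: acetylcholine, EC20 level. Compound dosing: single dose, 3 µM nominal final test concentration. Timing: Post-acetylcholine fluorescence recording 140 s. Detection: Fluo-8 calcium fluorescence. Read-out: % activation, ACh-normalized. Benchmarks: ACh EC20 and EC100 wells. Repeats: singlicate, one well per test compound.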
M1 PAM: positive allosteric modulators of human M1 muscarinic receptor. P11229. CHO-K1 hM1, Fluo-8 calcium fluorescence, ACh EC20; 0% = ACh EC20, 100% = maximal ACh. activation, % at 3 µM. 360,000 tested, 0.088% active. AID 588819; in the data active = activation above about 19%, passing the limit was not always enough
CHRM4 agonist: agonists of human muscarinic M4 receptor (CHRM4); CHO-K1 hM4/Gqi5, Fluo-8 calcium fluorescence; vehicle 0%, full acetylcholine response 100%; AID 624127; activation, % at 3 µM; 360,000 tested, 0.14% active; P08173;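 active = activation above the run mean over all test wells plus 3 SD, cut at about 32% in these data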;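 also: peak over basal fluorescence ratio per well then scaled between controls; 0% = DMSO wells and 100% = acetylcholine at EC100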
* marks the source's active call; other numbers are inactive results; / = not tested or not shown.

smiles	CHRM4 antagonist	CHRM5 PAM	CHRM4 PAM	CRFBP-R2 block	CHRM5 agonist	CHRM4 agonist	M1 PAM	M5 antag	CRFBP-R2 agonist
O=C(CSc1nnc(CNC(=O)c2c(F)cccc2F)o1)NCc1ccccc1	2	-2	4	22	-1	1	7	9	-1.1
COc1cccc(S(=O)(=O)N(C)C[C@@H]2Oc3cc(C#CCN(C)C)ccc3S(=O)(=O)N([C@H](C)CO)C[C@@H]2C)c1	6	-2	-5	-7	1	2	3	-4	2.6
N#C/C(=C\c1cc2c(cc1Br)OCO2)C(=O)NCC1CCCO1 (stereo not drawn)	1	14	-9	0	2	1	2	1	-0.7
CCCCCN(C(=O)CCC(=O)OCc1cc(C(C)=O)ccc1OC)c1c(N)n(CCCC)c(=O)[nH]c1=O	-14	-3	1	5	2	0	11	6	-0.3
O=C(OCc1ccco1)c1ccc(S(=O)(=O)N2CCCCC2)cc1	8	0	8	-5	-5	1	0	-6	2.8
CCN1C(=O)[C@H]2[C@@H](c3ccc(C)cc3)N[C@]3(CCCN(Cc4ccc(OC)cc4)C3=O)[C@H]2C1=O	0	6	7	-1	1	0	3	-3	0.6
CC1=C(C(=O)N2CCCCCC2)C2(CCC(C)CC2)OC1=O (stereo not drawn)	-3	-6	2	9	-1	0	6	9	-0.3
Cc1cccnc1NC(=O)CCCc1c[nH]c2ccccc12	-16	2	4	-5	-3	2	5	-11	0.3
COc1ccc(N=Cc2sc(O)c3ccccc23)cc1	-1	-22	-2	-320	3	7	-11	17	271*
C=CCN(c1ccccc1)S(=O)(=O)c1cccc(C(=O)NCC(c2ccc(OC)cc2)N2CCCCC2)c1 (stereo not drawn)	-11	-10	-6	3	-10	-1	-9	5	0.3
O=C(N/N=C\CCc1ccccc1)c1ccco1	-4	-7	-1	6	0	1	1	5	-2.9
Cc1ccc(C(=O)C[n+]2cccc3cc(C)ccc32)cc1	4	2	-5	-5	-2	0	-13	1	16
Cc1ccnc(NS(=O)(=O)c2ccc(NC(=O)Cc3cccs3)cc2)n1	-1	0	3	-18	-1	1	5	2	0.5
Cc1noc(C)c1C(=O)NCC(=O)Nc1ccccc1Br	11	-3	5	14	2	1	11	9	0.1
COc1ccc(N(CC(=O)NCC2CCCO2)C(=O)CCC(=O)Nc2nccs2)cc1 (stereo not drawn)	-2	4	6	18	-3	0	0	-2	-0.5
CC(C)C[C@H](NC(=O)c1nc[nH]c1C(=O)NCCCCCNC(=O)OC(C)(C)C)C(=O)OC(C)(C)C	50*	-21	-14	9	-6	4	-35	-3	-0.6
O=C(Nc1ccc2nc(-c3ccccc3)[nH]c2c1)c1ccco1	1	-12	-3	9	0	6	6	4	-1.5
O=C(O)c1ccccc1CSc1nnc2c(n1)[nH]c1ccccc12	-2	-3	1	-16	1	0	7	5	-0.9
COc1cc(C2Nc3ccccc3C(=O)N2c2ccccc2)ccc1O (stereo not drawn)	12	5	13	-37	-1	-1	16	-5	0.4
CCC(C)[C@H](NC(=O)C1CC(=O)N(c2ccc3c(c2)OCCO3)C1)C(=O)N1CCCCC1 (stereo partly drawn)	-1	-7	-2	-4	-3	3	-3	11	0.5

Fetched one by one from the entries so far (2):
smiles	CHRM4 antagonist	CHRM5 PAM	CHRM4 PAM	CRFBP-R2 block	CHRM5 agonist	CHRM4 agonist	M1 PAM	M5 antag	CRFBP-R2 agonist
N#C/C(=C\c1cc2c(cc1Br)OCO2)C(=O)NCC1CCCO1 (stereo not drawn)	1	14	-9	0	2	1	2	1	-0.7
O=C(Nc1ccc2nc(-c3ccccc3)[nH]c2c1)c1ccco1	1	-12	-3	9	0	6	6	4	-1.5

New compounds follow
smiles	CHRM4 antagonist	CHRM5 PAM	CHRM4 PAM	CRFBP-R2 block	CHRM5 agonist	CHRM4 agonist	M1 PAM	M5 antag	CRFBP-R2 agonist
Cc1nn(C(C)C(=O)NNC(=S)Nc2ccc(F)cc2)c(C)c1[N+](=O)[O-] (stereo not drawn)	5	6	7	-5	-2	1	-3	-2	-2.0
CS(=O)(=O)c1ccc2nc(NC(=O)CN3C(=O)NC4(CCCC4)C3=O)sc2c1	6	-4	1	5	-2	0	4	13	0.6
Cc1ccc(-c2nnc(CN3CCN(C)CC3)o2)cc1	-5	5	1	6	1	2	3	-4	-0.6
COc1cc(/C=N/NC(=O)c2ccc(-c3ccccc3)cc2)cc(OC)c1OC	3	-12	-9	18	-1	9	-5	17	-3.2
CCOc1ccc(S(=O)(=O)NCC2CCCO2)c2ccccc12 (stereo not drawn)	0	13	-2	-3	2	0	11	0	-0.3
Cn1cc(CCNC(=O)CC2C(=O)NCCN2CC(c2ccccc2)c2ccccc2)cn1 (stereo not drawn)	-12	3	-4	-3	-7	1	10	-1	0.6
Cc1csc(NC(=O)CSc2nccn2Cc2ccco2)n1	5	-6	8	8	-2	0	6	3	6.4
Nc1[nH]c(C(=O)c2ccccc2)c(-c2ccc(Br)cc2)c1C(=O)c1ccc(Br)cc1	-7	13	8	/	7	1	/	-9	/
CC(C)NC(=O)c1cc2ccccc2o1	7	0	-1	12	-2	0	6	4	-0.9
COc1ccc2c(c1)nc(-c1cccc(Br)c1)c(=O)n2C(c1ccccn1)c1nc2ccccc2[nH]1 (stereo not drawn)	-10	1	12	/	1	2	7	5	/
COC(=O)C1=C(O)CSC1=Nc1cccc(C(F)(F)F)c1	-3	5	2	-4	4	-1	11	-6	-2.7
Cc1ccc(N/C=C2\CCCCC2=O)c(C)c1	5	-5	-6	-9	-1	0	-6	8	-0.7
O=S(=O)(NCCc1ccccn1)c1cc(Cl)cc(Cl)c1O	-2	9	3	4	3	2	-2	-2	0.0
CCOC(=O)c1[nH]c(C)c(C(=O)Nc2ccccc2F)c1C	-2	-5	3	0	-4	0	-8	1	0.5
Cc1cc(C(O)c2ncc(-c3ccccc3F)[nH]2)ccc1F (stereo not drawn)	2	-9	-4	/	3	2	0	5	/
CCn1c(SCC(=O)NC2CCCCC2)nc2c(c1=O)SC(C)C2 (stereo not drawn)	-2	1	6	7	2	-1	6	8	-1.6
CC(=O)Nc1ccc(S(=O)(=O)N2CCC(C(=O)NCc3ccncc3)CC2)cc1	-14	-1	2	-15	-2	1	7	13	0.5
CCOc1ccc(NC(=O)CSc2nnc(COc3c(C)cccc3C)o2)cc1	-3	-5	-2	-34	0	0	-1	1	7.3
O=C(NCc1cccnc1)C1CCCN(Cc2cnn(-c3ccccc3)c2-n2cccc2)C1 (stereo not drawn)	3	2	-6	-10	-3	0	-10	7	2.5
CCCNC(=O)c1ccccc1NC(=O)C1=CSCCO1	-4	-4	0	-4	-4	1	1	-3	-1.0

For reference, part of the list above:
smiles	CHRM4 antagonist	CHRM5 PAM	CHRM4 PAM	CRFBP-R2 block	CHRM5 agonist	CHRM4 agonist	M1 PAM	M5 antag	CRFBP-R2 agonist
CC(C)NC(=O)c1cc2ccccc2o1	7	0	-1	12	-2	0	6	4	-0.9
COc1ccc2c(c1)nc(-c1cccc(Br)c1)c(=O)n2C(c1ccccn1)c1nc2ccccc2[nH]1 (stereo not drawn)	-10	1	12	/	1	2	7	5	/
COC(=O)C1=C(O)CSC1=Nc1cccc(C(F)(F)F)c1	-3	5	2	-4	4	-1	11	-6	-2.7
Cc1ccc(N/C=C2\CCCCC2=O)c(C)c1	5	-5	-6	-9	-1	0	-6	8	-0.7
O=S(=O)(NCCc1ccccn1)c1cc(Cl)cc(Cl)c1O	-2	9	3	4	3	2	-2	-2	0.0
CCOC(=O)c1[nH]c(C)c(C(=O)Nc2ccccc2F)c1C	-2	-5	3	0	-4	0	-8	1	0.5
Cc1cc(C(O)c2ncc(-c3ccccc3F)[nH]2)ccc1F (stereo not drawn)	2	-9	-4	/	3	2	0	5	/
CCn1c(SCC(=O)NC2CCCCC2)nc2c(c1=O)SC(C)C2 (stereo not drawn)	-2	1	6	7	2	-1	6	8	-1.6
CC(=O)Nc1ccc(S(=O)(=O)N2CCC(C(=O)NCc3ccncc3)CC2)cc1	-14	-1	2	-15	-2	1	7	13	0.5
CCOc1ccc(NC(=O)CSc2nnc(COc3c(C)cccc3C)o2)cc1	-3	-5	-2	-34	0	0	-1	1	7.3
O=C(NCc1cccnc1)C1CCCN(Cc2cnn(-c3ccccc3)c2-n2cccc2)C1 (stereo not drawn)	3	2	-6	-10	-3	0	-10	7	2.5
CCCNC(=O)c1ccccc1NC(=O)C1=CSCCO1	-4	-4	0	-4	-4	1	1	-3	-1.0

The listing continues:
smiles	CHRM4 antagonist	CHRM5 PAM	CHRM4 PAM	CRFBP-R2 block	CHRM5 agonist	CHRM4 agonist	M1 PAM	M5 antag	CRFBP-R2 agonist
COc1cc(NC(=S)NCCO)c(OC)cc1Cl	0	1	1	5	2	0	-1	-5	0.0
CC(C)(C)C(=O)NNC(=O)c1cc2sccc2s1	-4	1	-2	8	1	1	5	-1	-1.1
O=C(COC(=O)c1ccc(Cl)cc1O)Nc1cccnc1Cl	-21	3	11	14	3	5	4	-13	-1.4
COc1cccc(C(=O)Cn2c(=O)n(CC3CCCO3)c(=O)c3ccccc32)c1 (stereo not drawn)	-8	0	6	6	-2	3	5	9	-0.2
O=C(CSC1=NC2(CCCCC2)N=C1c1ccccc1)Nc1ccc2c(c1)OCCO2	-9	0	-3	-35	0	0	3	5	-1.4
C/C(=N\NC(=O)c1ccc2c(c1)OCO2)c1ccc(C(=O)O)s1	8	-16	-8	-20	0	11	-6	28*	0.1
COc1ccc(CCN(C)C/C=C/c2ccccc2)cc1OC	-2	-2	-6	-1	-16	1	-6	13	-0.8
Cc1cc(C(=O)COC(=O)C2=COCCO2)c(C)n1-c1ccccc1	-9	-14	-3	27	-1	6	-2	5	-2.8
CC(=O)Nc1ccccc1NC(=O)C/C(C)=N/NC(=O)c1ccncc1	-5	-4	0	14	1	1	15	-10	0.0
O=C(c1cccc2ccccc12)C1CCCN(C(=O)CCN2CCCO2)C1 (stereo not drawn)	4	1	-2	-11	3	0	5	3	-2.1
Cc1ccc(NC(=O)Cn2cnc3c(NCc4ccccc4)ncnc32)cc1C	-8	1	9	1	2	0	4	0	-2.0
O=C(CCc1nc2ccccc2c(=O)[nH]1)Nc1ccc(Cl)c(Cl)c1	-4	-2	-2	-21	1	4	8	-4	4.3
COc1ccc(-c2noc(CN(C)C(=O)Nc3ccccc3)n2)cc1	6	0	-5	-6	0	3	11	1	-0.5
Cc1ccccc1C(=O)c1ccc2c(c1)n(C)c(=O)n2C	-12	0	13	3	0	2	3	-10	-0.9
COc1ccc(C2NC3=C(CCC3)C3(C#N)C4(N=C(N)C23C#N)OCCO4)cc1 (stereo not drawn)	-13	6	12	8	-3	2	9	-10	3.0
C=CCNC(=S)N1CCN(c2cccc(C(F)(F)F)c2)CC1	3	-9	-9	22	0	5	-4	4	0.4

Rows were taken by chance. Share with any hit: about 2.6%.
